TIM10 inh: growth inhibitors of TIM10 yeast strain. AID 463195. inhibition, % at 10 µM. S. cerevisiae TIM10 strain growth, BacTiter-Glo luminescence, 24 h. 330,000 compounds, 1.4% hits;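 active = inhibition of 40% or more at the single tested concentration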;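 also: wild-type TIM10 isogenic control strain grown at permissive 25 °C; 0% = DMSO yeast wells and 100% = minimal medium wells without yeast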
XBP1 UPR activ: adaptive UPR (XBP1) activation; activation, % at 20 µM; AID 463104; 330,000 compounds, 0.33% hits; CHO-XBP1 luciferase reporter, IRE1-XBP1 UPR activation, luminescence; percent of tunicamycin response, DMSO as zero;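 active = versus positive control, 20 µM dose yields 30% or more activation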;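 also: 100% = tunicamycin at 10 µg/mL and 0% = DMSO only wells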
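Assay system: IRE1-XBP1 luciferase reporter CHO line. Input: 1000 cells/well. Buffer or medium: F12 with 10% serum. Doses: 20 µM, 1% DMSO. Times: overnight seeding at 37 °C, 6 h compound treatment at 37 °C. Technique: Steady-Glo luciferase glow luminescence, 10 min after reagent addition.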
UPR CHOP act: activators of apoptotic arm of unfolded protein response (CHOP); activation, % at 10 µM; 330,000 compounds, 0.34% hits; CHO-CHOP luciferase reporter, UPR activation, luminescence; percent of tunicamycin response over DMSO baseline; AID 449763;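 active = at 10 µM dose, activation of 40% or more, normalized to positive control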;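 also: 100% = tunicamycin at 10 µg/mL and 0% = DMSO alone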
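Test system: CHO CHOP reporter cells. Input: 500 CHO-CHOP cells per well. Medium: F12 with 10% FBS. Technique: luciferase luminescence. Measure: percent activation relative to tunicamycin control. Dosing: 10 µM compound, 0.5% DMSO. Timing: 16-18 h cell attachment, then 6 h compound exposure, 37 °C.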
tim23-1 inh: inhibits growth of tim23-1 mutant yeast; 330,000 compounds, 1.3% hits; S. cerevisiae tim23-1 growth, BacTiter-Glo luminescence, 24 h; inhibition, % at 20 µM; AID 463212;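 active = growth inhibition of the mutant yeast at or above 50%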;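 also: temperature-sensitive mutant grown at 25 °C; plate controls were DMSO-treated mutant yeast for no effect and medium wells lacking yeast for full effect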
APJ agonist: APJ receptor agonism; CHO-K1 APJ PathHunter beta-arrestin, luminescence; 0% DMSO wells, 100% apelin; activation, % at 20 µM; 330,000 compounds, 0.11% hits;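 active = activation more than six SD over the plate average, tested at 20 µM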;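 also: 0% = DMSO alone and 100% = apelin-13 at 10 nM; some results filed as inactive read as strong as hits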
Target sequence (P35414 whole entry, looked up): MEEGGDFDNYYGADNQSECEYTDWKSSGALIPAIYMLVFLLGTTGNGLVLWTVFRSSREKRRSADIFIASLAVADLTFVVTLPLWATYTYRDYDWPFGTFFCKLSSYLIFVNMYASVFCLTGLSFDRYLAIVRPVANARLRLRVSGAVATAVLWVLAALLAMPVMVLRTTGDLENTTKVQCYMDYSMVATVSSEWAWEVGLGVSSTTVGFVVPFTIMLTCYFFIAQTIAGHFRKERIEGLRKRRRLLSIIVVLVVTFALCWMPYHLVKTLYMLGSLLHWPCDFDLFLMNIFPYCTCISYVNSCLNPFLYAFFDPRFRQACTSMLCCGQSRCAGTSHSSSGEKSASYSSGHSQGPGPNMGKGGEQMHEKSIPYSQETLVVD
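Assay system: CHO-K1 APJ beta-arrestin complementation cell line / Compound: single test compound dose, 20 µM final, 1% DMSO / Times: overnight seeding, 90 min compound at 25 °C, 1 h detection / Technique: beta-gal luminescence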
tim10-1 inh: tim10-1 yeast growth inhibition; S. cerevisiae tim10-1 ts strain growth, BacTiter-Glo, 24 h; inhibition, % at 20 µM; 330,000 compounds, 2.2% hits;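 active = inhibition of at least 40%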;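 also: mutant grown at 25 °C; 0% = DMSO wells with yeast and 100% = wells holding no yeast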
Mdm2-MdmX inh: human Mdm2/MdmX binding inhibition; inhibition, % at 8 µM; SaOS-2 split-luciferase Mdm2/MdmX complementation, luminescence; AID 485346; O15151+Q00987; 330,000 compounds, 3% hits;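 active = inhibition of at least 50% at 8 µM in the primary screen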
NLRP3 yeast inh: inhibitors of NALP3 inflammasome in yeast; Yeast reconstituted NLRP3/ASC/caspase-1, beta-gal luminescence, 24 h; inhibition, % at 10 µM; 330,000 compounds, 0.39% hits; AID 2825;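 active = inhibition of 50% or more; inactive = inhibition below 50%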;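 also: plate controls were induced DMSO wells for no effect and uninduced yeast grown without galactose for full effect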
GRIN3A LBD mod: modulates the human NR3A ligand-binding domain. 340,000 compounds, 2.5% hits. AID 1259313. Tm shift relative to glycine control, % at 25 µM. NR3A LBD differential scanning fluorimetry, Tm shift; 0% = protein alone, 100% = glycine-bound protein;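 active = melting temperature shift of at least 10% of the positive control shift, at one fixed dose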
The depositor's hits bear a star; / = no result given; & = joins results of further samples.

The first 4 entries, to show the layout:
SMILES	TIM10 inh	XBP1 UPR activ	UPR CHOP act	tim23-1 inh	APJ agonist	tim10-1 inh	Mdm2-MdmX inh	NLRP3 yeast inh	GRIN3A LBD mod
COc1ccc2c(c1OC)C(=O)OC2Nc1nc2ccccc2s1 (stereo not drawn)	-16	-1	0.8	-6	-2	-19	12	11	2
COc1ccc(S(=O)(=O)N2CCN(c3ccc4nnc(-c5ccccc5)n4n3)CC2)cc1	18	25	1.8	14	7	20	8	9	-3
O=C(C[n+]1ccc(-c2nnc3n2CCC3)cc1)c1ccc(Cl)cc1	3	-4	-0.4	-6	0	0	13	22	-11
COc1ccc2nc3ccccc3nc2c1NC(=O)c1ccc(Cl)cc1Cl	-16	-4	-0.9	-31	-2	-10	6	4	-3

The list itself, from the start:
SMILES	TIM10 inh	XBP1 UPR activ	UPR CHOP act	tim23-1 inh	APJ agonist	tim10-1 inh	Mdm2-MdmX inh	NLRP3 yeast inh	GRIN3A LBD mod
COc1ccc2c(c1OC)C(=O)OC2Nc1nc2ccccc2s1 (stereo not drawn)	-16	-1	0.8	-6	-2	-19	12	11	2
COc1ccc(S(=O)(=O)N2CCN(c3ccc4nnc(-c5ccccc5)n4n3)CC2)cc1	18	25	1.8	14	7	20	8	9	-3
O=C(C[n+]1ccc(-c2nnc3n2CCC3)cc1)c1ccc(Cl)cc1	3	-4	-0.4	-6	0	0	13	22	-11
COc1ccc2nc3ccccc3nc2c1NC(=O)c1ccc(Cl)cc1Cl	-16	-4	-0.9	-31	-2	-10	6	4	-3
CC(=O)c1cccc(N=C2NC(=O)CS2)c1	6	2	-0.8	22	-5	9	-5	-6	0
CC(C)Cn1c(SCC(=O)N2CCCCC2)nc2ccccc2c1=O	0	-2	-1.3	-7	-9	-8	10	8	-1
Cc1ccccc1-n1c(SCC(=O)c2c(N)n(C)c(=O)n(C)c2=O)nc2sc3c(c2c1=O)CCCC3	15	-5	3.3	42	1	6	28	6	2
C=CCNC(=O)COc1cc(C)ccc1C	4	-2	2.1	3	-3	-10	-15	-2	-1
Cc1cc(C)n(-c2nc(NCCO)c3c4c(sc3n2)CCCC4)n1	25	3	2.6	49	2	36	11	1	1
CS(=O)(=O)c1cccc(C(=O)Nc2nnc(C3=COCCO3)o2)c1	-3	-1	-1.0	8	-4	3	-15	-3	0
CCc1c(C)nc2cc(-c3ccccc3)[nH]n2c1=O	-17	2	4.9	-11	1	-26	-80	13	0
CCN(CC)CCNC(=O)COc1ccc(OC)cc1	3&0	-5&-6	-0.2&0.4	3&1	-2&3	2&-5	-5&24	28&17	-2&3
Cc1ccccc1-c1noc(CCC(=O)NCC2CCCO2)n1 (stereo not drawn)	-11	-2	2.5	-2	-3	8	13	-5	-1
Cc1cnc(CN(C)C(=O)C2CCC(=O)N(CCc3ccccc3)C2)[nH]1 (stereo not drawn)	0	-5	-0.3	-13	-1	-2	19	8	1
COc1cccc(N=C2NC(=O)/C(=C/c3cc([N+](=O)[O-])ccc3O)S2)c1	6	1	-0.2	4	-8	24	-34	16	-7
O=C(O)CC(Cn1[nH]nnc1=S)c1ccccc1 (stereo not drawn)	11	3	0.1	1	-3	3	-9	4	0
CCOC(=O)c1cn(CC(=O)Nc2ccc(C(C)C)cc2)nn1	13	-3	-1.3	10	-2	22	23	6	1
Cc1nnc(-c2cccc(C(F)(F)F)c2)nc1N1CCOCC1	13	-2	0.5	18	-3	5	14	17	-2
COc1ccc(CNC(=O)COC(=O)Cc2ccc(Br)cc2)cc1	5	-4	0.2	17	-1	14	-7	4	1
CCN(CC)c1ccc(NC(=O)C2=CCN(S(=O)(=O)c3ccc(F)cc3)CC2)c(C)c1	10	-1	1.5	18	-6	25	3	12	1
C/C(=N/Nc1ccccc1[N+](=O)[O-])c1ccc([N+](=O)[O-])cc1	8	1	0.2	-3	-2	-4	33	3	1
N#Cc1ccc(COC(=O)C2CC(=O)N(CCc3ccccc3)C2)cc1 (stereo not drawn)	16	0	-0.2	30	5	32	0	-14	0
CCC1(CC)NC(=O)N(CC(=O)OC(C)C(=O)Nc2cc([N+](=O)[O-])ccc2OC)C1=O (stereo not drawn)	10	-6	-0.5	1	-2	-2	5	3	7
C=CCSCC1Nc2cc(Cl)c(S(N)(=O)=O)cc2S(=O)(=O)N1 (stereo not drawn)	5	-7	0.4	11	3	9	0	27	2
CN(CC(=O)Nc1cccc(F)c1)C(=O)c1ccccc1Cc1ccccc1	8	-2	-0.4	24	-7	15	11	-2	-9
Cc1ccccc1OCC(O)Cn1c(NCCN(C)C)nc2c1c(=O)n(C)c(=O)n2C (stereo not drawn)	1	-5	-0.3	-5	-3	-20	-9	3	/
CCOCCCn1c(=S)[nH]c2cc(C(=O)NCCOC)ccc2c1=O	7	-4	-1.7	14	-3	11	25	9	1
Cc1ccc(CNC(=O)c2cn(C3CCCC3)c(=O)c3c2c2ccccc2n3C)o1	22	-3	2.4	7	-5	23	17	1	/
CSc1nc2ncc(-c3ccsc3)c(N)n2n1	4	0	5.0	-2	-3	-12	-20	6	-1
O=C(C[C@H]1C/C=C\CCC(=O)OC[C@H]2CCCN2C1=O)NCCO	3	-2	0.5	9	-2	7	-3	-7	1
CCOC(=O)C1(C)NC(c2cccs2)C2C(=O)N(c3ccccc3)C(=O)C21 (stereo not drawn)	-10	3	1.9	21	-3	11	11	11	-1
O=C(Cc1ccccc1)N1CCN(c2ccc([N+](=O)[O-])cc2)CC1	-10	-1	-2.6	14	-3	19	-10	1	2
Cc1ccc(C)c(N2CCN(c3cnn(-c4nc5ccccc5s4)c(=O)c3Cl)CC2)c1	-17	15	3.8	-4	-1	-10	27	8	-1
COc1ccc(-c2[nH]ncc2CN2CCN(c3ccccn3)CC2)c(OC)c1	-24	-1	-3.7	1	0	2	-17	9	0
CCCN1CCC2(CC1)NC(C(=O)O)Cc1c2[nH]c2ccccc12 (stereo not drawn)	14	-3	1.2	8	-3	7	17	11	2
CC(=O)c1nc2ccccc2n1CCc1ccccc1	8	-2	0.5	19	-4	2	6	30	-1
Cc1c(C(=O)Nc2cccc(S(=O)(=O)N3CCOCC3)c2)oc2ccccc12	8	-1	2.8	18	1	14	15	5	-6
CCCCCC#CCN1CCN(C23CC4CC(CC(C4)C2)C3)CC1	-52	-1	3.0	0	-3	-56	-1	29	-2
COc1cccc(C(=O)Nn2c(C)nnc2-n2nc(C)cc2C)c1	6	-2	-2.5	38	3	3	2	-17	0
Cc1ccc2[nH]c3c(c2c1)CCCC3C(N)=O (stereo not drawn)	-4	4	-1.1	18	0	1	-1	2	2
CC(CN1CCN(C)CC1)OC(=O)c1ccc(F)cc1 (stereo not drawn)	9	-1	1.9	-3	-2	7	0	-5	-1
CC(=O)c1c(C)[nH]c(C(=O)NCCc2c[nH]c3ccccc23)c1C	4	-1	2.9	-7	-3	-7	-15	1	-18
O=C(CCNS(=O)(=O)c1ccccc1C(F)(F)F)N1CCN(S(=O)(=O)c2cccc(F)c2)CC1	-30	-3	-0.1	-30	-2	-26	18	10	1
COc1ccc(OC)c(CNC(=O)Cn2nc(C)c3c(C)n(-c4ccc(C)cc4)nc3c2=O)c1	-5	-4	2.5	-7	-1	5	37	1	-2
Cc1ccc(NCc2nnc(SCC(=O)NCc3ccco3)n2CC2CCCO2)c(C)c1 (stereo not drawn)	-4	2	-1.0	19	1	2	-32	5	-2
COC(=O)COc1ccc(S(=O)(=O)Nc2cc([N+](=O)[O-])ccc2C)cc1	-7	-3	0.4	-5	-4	-9	23	13	-2
COc1ccccc1OCCn1cc(C(=O)O)c2ccccc21	11	0	-0.6	9	2	12	11	11	-1
Cc1ccc(NC2=CC(=O)CC(c3ccccc3)C2)cc1 (stereo not drawn)	33	4	3.2	11	0	30	16	-66	0
O=C(NCCSCc1ccccc1)c1ccccc1	4	-1	0.0	3	-4	11	11	36	0
O=[N+]([O-])c1ccc(NC(=S)N2CCN(c3ccc(F)cc3)CC2)cc1	10	-2	-2.8	-12	-5	-2	15	20	-2
CC(C)Cc1nc(N2CCN(C(=O)c3ccco3)CC2)c(C#N)c2c1CCCC2	19	-6	-2.0	35	-4	20	34	21	-6
CC(C)c1nnc(NC(=O)CCC(=O)NC2CCCCC2)s1	7	-1	0.2	4	-6	12	26	11	1
CCOC(=O)CSc1nnc(CNc2cccc(Cl)c2)n1-c1ccccc1	7	-1	1.1	30	-2	30	-14	16	4
Cc1cc(C(=O)OCC(=O)c2ccc3c(c2)NC(=O)CO3)c2ccccc2n1	-6	0	-1.2	-15	-4	-8	20	3	-4
COc1ccnc(Oc2ccc(F)cc2)c1C(=O)N/C=N/OCc1ccc(F)cc1	10	0	2.0	-1	-3	18	-9	3	-12
Cc1ccc(Cn2nnc3c(=O)n(CC(=O)NCc4ccc5c(c4)OCO5)cnc32)cc1	14	1	0.6	15	-2	19	33	4	-1
CC(C)(C)OC(=O)CNC(=O)c1[nH]cnc1C(=O)N[C@@H](CCCCNC(=O)OC(C)(C)C)C(=O)OC(C)(C)C	15	3	-0.7	9	-2	-4	12	-6	5
Cc1ccc(S(=O)(=O)CCC(O)c2ccc(Cl)cc2)cc1 (stereo not drawn)	-1	0	0.5	24	-3	19	-9	17	-1
CCc1ccc(C(=O)N2CCN(c3ccc(NC(=O)c4ccco4)cc3)CC2)cc1	22	-4	0.0	28	-8	19	27	21	2
CSc1ccc(CNc2ccccn2)cc1	-2	4	8.4	6	2	-12	-6	16	-5

New compounds follow
SMILES	TIM10 inh	XBP1 UPR activ	UPR CHOP act	tim23-1 inh	APJ agonist	tim10-1 inh	Mdm2-MdmX inh	NLRP3 yeast inh	GRIN3A LBD mod
CC(C)=CCc1cc2c(=O)c3c(O)c4c(cc3oc2c(O)c1O)OC(C)C4(C)C (stereo not drawn)	-6	3	7.0	34	1	36	92*	6	/
O=[N+]([O-])c1ccc2[nH]nc(-c3ccccc3)c2c1	35	0	0.4	59*	2	37	-7	41	-8
CCCCC(=O)Nc1cccc2c1C(=O)N(c1ccccc1)C2=O	43*	0	-1.1	50*	-4	32	-9	3	0
CCC(C)[C@H]1COCCS(=O)(=O)N1Cc1ccc(Br)cc1 (stereo partly drawn)	18	5	-0.5	30	-4	23	-2	23	-1
CCOc1cc(NC(=S)NCCCN2CCOCC2)c(OCC)cc1NC(=O)C(C)C	-2	-1	-0.2	1	-4	8	9	5	-2
CCN1C(=O)/C(=C/c2ccc(OC)c(OC)c2)N=C1SCC(=O)NCc1ccco1	12	1	-0.9	14	-3	12	8	-1	-5
Cc1cc(C)cc(OCCNC(=O)C2CCN(S(=O)(=O)c3ccccc3)CC2)c1	13	-4	3.8	21	10	12	4	12	0
CCc1c(C(=O)Nc2cc(C)ccc2OC)[nH]c(C)c1C(C)=O	5	7	-0.7	-1	-4	-9	1	6	-1
CCn1cc(C(=O)NCCCOC)c(=O)c2cc(S(=O)(=O)N3CCCC3)ccc21	-4	-4	0.8	9	2	19	28	5	-1
CCSc1cc(Cl)nc(N)n1	5	-2	-0.7	3	0	-12	7	6	0
